High-throughput results (PubChem BioAssay)
NTR1 ag: agonists of NTR1, primary screen, imaging, U2OS cells, beta-arrestin-GFP, high content (AID 493036); Neurotensin receptor type 1 (Homo sapiens), P30989; NTR1-U2OS beta-arrestin-GFP spot imaging, agonist mode; activation, % at 20 µM; actives 0.17% (n = 330,000);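 active means activation at or above 40% of the spot to cytoplasm intensity ratio, with at least 20 cells analyzed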;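 further: 0% = DMSO without peptide and 100% = 100 nM NTR1 peptide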
Target sequence (P30989 whole entry, looked up): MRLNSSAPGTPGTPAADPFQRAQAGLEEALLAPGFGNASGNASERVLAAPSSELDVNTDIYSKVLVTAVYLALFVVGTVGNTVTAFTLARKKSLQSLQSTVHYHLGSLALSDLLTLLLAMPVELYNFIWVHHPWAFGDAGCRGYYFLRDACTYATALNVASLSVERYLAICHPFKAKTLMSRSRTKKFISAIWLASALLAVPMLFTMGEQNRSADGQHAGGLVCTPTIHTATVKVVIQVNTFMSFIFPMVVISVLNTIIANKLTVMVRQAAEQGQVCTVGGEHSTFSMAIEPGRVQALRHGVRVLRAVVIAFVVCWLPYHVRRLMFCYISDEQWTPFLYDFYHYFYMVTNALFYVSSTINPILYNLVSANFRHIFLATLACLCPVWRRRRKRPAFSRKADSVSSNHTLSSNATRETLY
NTR1 ag cell count 20 µM: also measured in NTR1 ag; calls as there; cell count; measured here: cell count, cytotoxicity flag
* hit, by the source's call.

SMILES | NTR1 ag | NTR1 ag cell count 20 µM
CCOC(=O)C1=NS(=O)(=O)NC(C)=C1 | -1.7 | 56
CC(C)(C)C1CCC(=NNC(=O)C2COc3ccccc3O2)CC1 (stereo unspecified) | 1.0 | 59
O=C(Cc1cccc(NC(=O)C2CCCN(C(=O)C3CC3)C2)c1)Nc1cccc(C(=O)N2CCCC2)c1 (stereo unspecified) | -0.6 | 55
COc1cc(C(=O)OC(C)c2ccc(F)cc2)ccc1OCC(=O)N1CCOCC1 (stereo unspecified) | 0.0 | 96
CC(C)(C)OC(=O)N[C@@H](C(=O)OC(C)(C)C)c1ccc2ccccc2c1 | 1.1 | 47
CC1CCCC(C)N1C(=O)c1ccc(S(=O)(=O)N2CCCC2)cc1 (stereo unspecified) | 0.8 | 79
Cc1ccc(NC(=O)CSCC(=O)NC2=NCCS2)cc1 | -1.0 | 76
CC1CCCN(C(=O)c2cc(-c3ccco3)nc3ccccc23)C1 (stereo unspecified) | -2.0 | 56
COc1ccccc1C(=O)NCCC(=O)Nc1ccc(S(=O)(=O)Nc2ncccn2)cc1 | -3.7 | 14
COc1nc(-c2ccccc2)nc(-c2ccccc2)c1C | 3.2 | 52
CC(=O)Nc1cccc(C(=O)OCc2csc(CC(=O)Nc3ccccc3C)n2)c1 | 1.7 | 62
O=C(CN1CCN(C(=O)CNC(=O)c2ccc3c(c2)OCO3)CC1)Nc1cccc(F)c1 | -0.5 | 69
Cc1ccccc1OCC(=O)OCC(=O)NCCc1ccccc1 | -1.6 | 55
O=C(NCc1cccc(OC(F)(F)F)c1)c1cccc2c1C(=O)c1ccc(-c3ccc(F)cc3OCc3ccccc3)cc1S2(=O)=O | -0.3 | 52
CCCn1nc(C(=O)Nc2cc(S(=O)(=O)Nc3ccc(OC)cc3)ccc2O)c2ccccc2c1=O | 2.0 | 73
CCOC(=O)C1Oc2ccccc2C(c2ccc(C)cc2)=C1C(=O)OC (stereo unspecified) | 1.9 | 71
O=C(Oc1cccc([N+](=O)[O-])c1)c1ccc2c(=O)n3c(nc2c1)CCC3 | 0.3 | 88
Cc1cccc(C(=O)OCC(=O)c2c(C)[nH]c3ccccc23)c1O | 37.8 | 55
O=C(CCN1CCOCC1)NNC(=O)c1ccc([N+](=O)[O-])cc1[N+](=O)[O-] | 0.9 | 55
CC(C)N(C(=O)CSc1ccc(S(=O)(=O)N2CCCCC2)cn1)C(C)C | 2.5 | 58
CC(Sc1nn(-c2ccc(Cl)cc2)c(=S)s1)C(=O)NCC1CCCO1 (stereo unspecified) | -1.0 | 67
CN(CC(=O)Nc1c(Cl)cccc1Cl)C(=O)c1ccc2nc[nH]c2c1 | 0.3 | 63
OC1OC[C@@H](O)[C@H](O)[C@H]1O (stereo partly specified) | 2.6 | 61
COC(=O)c1ccc(CNC(=O)c2ccc3c(c2)NC(=O)CS3)cc1 | 0.3 | 50
COc1ccc(C(=O)COC(=O)c2sc(C)nc2C)cc1F | 3.5 | 57
O=C(c1ccc(F)cc1)c1ccc(OCC(=O)N2CCOCC2)cc1 | -0.4 | 64
c1ccc(NC2=NCCN2CCCC2CCCCC2)cc1 | -4.1 | 88
O=C(Nc1ccccc1Cl)c1ccc2c(=O)n3c(nc2c1)CCC3 | 2.0 | 46
CCOc1ccc(S(=O)(=O)NCCC(=O)N2CCN(c3ncccn3)CC2)cc1 | -0.9 | 44
CCN(CC(=O)Nc1ccc(NC(C)=O)cc1)C(=O)/C=C/c1cn(-c2ccccc2)nc1-c1cccs1 | 1.6 | 51
COc1cc(S(=O)(=O)N2CCOCC2)cc(C(=O)OCC(=O)NC2CCCCC2)c1OC | 1.2 | 48
O=C(C[C@H]1C[C@H](C(=O)N2CCOCC2)[C@@]2(CCC3CCCC3)c3[nH]c4cc(-c5ccco5)ccc4c3CCN2C1=O)NCCCn1ccnc1 | 7.4 | 64
COc1cc(COC(=O)Oc2ccc(CNC(C)=O)cc2OC)c([N+](=O)[O-])cc1OC | -0.9 | 108
CCCOc1ccc(C(=O)CCC(=O)Nc2ccc(N3CCN(C)CC3)cc2)cc1 | -2.3 | 59
C[C@H](CO)N1C[C@H](C)[C@@H](CN(C)S(C)(=O)=O)Oc2ccc(NC(=O)CCC(F)(F)F)cc2C1=O | 4.3 | 52
COCc1ccc(-c2c(-c3ccc(OC)cc3)oc(=O)c3cc(OC)c(OC)cc23)cc1 | 8.4 | 61
COc1ccc(OCC(=O)N(C)CC2COc3ccccc3O2)cc1 (stereo unspecified) | -1.5 | 58
Cc1cc(C)n2nc(C(=O)OCC(=O)N(C)Cc3ccccc3)nc2n1 | 0.4 | 64
CCN1C(=O)[C@@H]2[C@H](C1=O)[C@@H]1C(=O)Nc3ccccc3C(=O)N1[C@@H]2c1cccc(OC)c1 | 2.4 | 82
CCOc1ccc(NC(=O)CSc2nc(=O)n(Cc3ccccn3)c3c2CCC3)cc1 | 0.6 | 66
COc1cccc(/C=C/C(=O)OCC(=O)N2CCCc3ccccc32)c1 | 1.2 | 60
O=C1C=C(c2ccc(C(=O)O)cc2)C[C@@H](c2ccc(Cl)cc2)C1 | -0.3 | 54
O=C(OCc1c(-c2ccccc2)ncc2ccccc12)N1CCOCC1 | 0.1 | 55
Cc1cccc(NC(=O)COC(=O)Cc2cccs2)c1C | 0.6 | 63
O=C(Cn1cnc2ccccc2c1=O)NCCCN1CCCC1=O | 1.3 | 62
COc1ccc(C(CNC(=O)c2cccc(NS(=O)(=O)c3ccc(C)c(F)c3)c2)N2CCCC2)cc1 (stereo unspecified) | -0.1 | 56
Cc1ccsc1C(=O)N(C)CC(=O)N(CC(C)C)c1c(N)n(CC(C)C)c(=O)[nH]c1=O | 0.0 | 51
Cc1ccc(Cl)c2c1NC(=O)C2=O | 1.0 | 60
Cc1cccc(OC(C)C(=O)Nc2cc(S(=O)(=O)N3CCCCC3)ccc2C)c1 (stereo unspecified) | -0.7 | 44
Cc1ccc(S(=O)(=O)N2CCOCC2)cc1C(=O)N1CCN(S(=O)(=O)c2cccc(F)c2)CC1 | 1.3 | 52
Cc1ccc(C(=O)Nc2ccccc2C(=O)NCc2ccco2)cc1 | 1.7 | 48
C=CC[C@@H](CC(=O)N[C@H](CO)Cc1ccccc1)C(=O)N[C@H](COC(=O)[C@@H](CC=C)CC(=O)OC(C)(C)C)Cc1c[nH]c2ccccc12 | 12.9 | 54
NS(=O)(=O)c1cc(C(=O)NNC(=O)c2ccc3c(c2)OCO3)ccc1Cl | 0.0 | 66
O=C1N(c2ccccc2)C(c2ccccc2)C12CCCCC2 (stereo unspecified) | 4.3 | 66
O=C1C=CN2CCCC2CC1 (stereo unspecified) | -2.4 | 41
O=C(COC(=O)C1CC2CCCC(C1)C2=O)Nc1cccc(F)c1 (stereo unspecified) | -0.1 | 48
CCCCCC(=O)N1CCN(S(=O)(=O)c2ccc3c(c2)OCCO3)CC1 | -0.3 | 69
CC(Sc1nnc(-c2ccc(Cl)cc2)n1N)C(=O)NCC1CCCO1 (stereo unspecified) | 0.1 | 71
COc1ccc(CCNC(=O)COC(=O)/C=C/c2ccc(OC)cc2OC)cc1 | -0.9 | 58
CCc1ccc(N=Nc2ccc(O)c3[nH]cnc23)cc1 | -4.0 | 42
Carrying on.
SMILES | NTR1 ag | NTR1 ag cell count 20 µM
CCOc1ccc(S(=O)(=O)NCCC(=O)NCC(c2ccc(OC)cc2)N2CCCC2)cc1 (stereo unspecified) | 1.6 | 55
CN(C)CCCN(C(=O)c1ccc(S(=O)(=O)N2CCCCCC2)cc1)c1nc2cc3c(cc2s1)OCCO3 | 1.0 | 55
COc1ccc(OC)c(/C=C/C(=O)OCC(=O)NCc2ccccc2)c1 | 4.5 | 63
Cc1cccnc1NC(=O)c1ccc2c(c1)OCCO2 | 0.8 | 43
O=C(Nc1cccc(S(=O)(=O)N2CCCCC2)c1)c1cc(=O)[nH]c2ccccc12 | 3.6 | 62
Cc1ccccc1C(=O)NCC(=O)OC(C)C(=O)NC(C)CCc1ccccc1 (stereo unspecified) | -0.8 | 55
CCN(CC)C(=O)[C@H]1CC(CC(=O)NCc2ccc(OC)c(OC)c2)C(=O)N2CCc3c([nH]c4ccccc34)[C@]12C (stereo partly specified) | 0.9 | 60
C=CCN(c1ccccc1)S(=O)(=O)c1cccc(C(=O)NCC(c2cccs2)N2CCOCC2)c1 (stereo unspecified) | 1.3 | 64
CCN(Cc1ccncc1)C(=O)c1cccc(S(=O)(=O)N2CCCCC2)c1 | -0.7 | 53
Cc1ccc(SCC(=O)OCC(=O)Nc2ccc3[nH]c(=O)[nH]c3c2)cc1C | -0.2 | 59
Cc1ccc(S(=O)(=O)NCc2ccccc2)cc1C(=O)N1CCCCCCC1 | 1.5 | 67
Cc1ccc(C(=O)N(C)Cc2ccc(N3CCOCC3)cc2)cc1S(=O)(=O)NCc1ccccc1 | -0.6 | 75
COc1ccc(C(=O)OCC(=O)c2ccc[nH]2)cc1 | 1.7 | 97
O=C(OCC(=O)N1CCN(c2ccccc2)CC1)c1ccccc1[N+](=O)[O-] | 1.6 | 51
COc1cc(C(=O)NNC(=O)c2cc(-c3ccccc3)n[nH]2)cc(OC)c1C | -2.9 | 57

Reformatted: entries from further up.
Compound,NTR1 ag,NTR1 ag cell count 20 µM
COc1ccc(CCNC(=O)COC(=O)/C=C/c2ccc(OC)cc2OC)cc1,-0.9,58
CCc1ccc(N=Nc2ccc(O)c3[nH]cnc23)cc1,-4.0,42
CCOc1ccc(S(=O)(=O)NCCC(=O)NCC(c2ccc(OC)cc2)N2CCCC2)cc1 (stereo unspecified),1.6,55
CN(C)CCCN(C(=O)c1ccc(S(=O)(=O)N2CCCCCC2)cc1)c1nc2cc3c(cc2s1)OCCO3,1.0,55
COc1ccc(OC)c(/C=C/C(=O)OCC(=O)NCc2ccccc2)c1,4.5,63
Cc1cccnc1NC(=O)c1ccc2c(c1)OCCO2,0.8,43
O=C(Nc1cccc(S(=O)(=O)N2CCCCC2)c1)c1cc(=O)[nH]c2ccccc12,3.6,62
Cc1ccccc1C(=O)NCC(=O)OC(C)C(=O)NC(C)CCc1ccccc1 (stereo unspecified),-0.8,55
CCN(CC)C(=O)[C@H]1CC(CC(=O)NCc2ccc(OC)c(OC)c2)C(=O)N2CCc3c([nH]c4ccccc34)[C@]12C (stereo partly specified),0.9,60
C=CCN(c1ccccc1)S(=O)(=O)c1cccc(C(=O)NCC(c2cccs2)N2CCOCC2)c1 (stereo unspecified),1.3,64
CCN(Cc1ccncc1)C(=O)c1cccc(S(=O)(=O)N2CCCCC2)c1,-0.7,53
Cc1ccc(SCC(=O)OCC(=O)Nc2ccc3[nH]c(=O)[nH]c3c2)cc1C,-0.2,59
Cc1ccc(S(=O)(=O)NCc2ccccc2)cc1C(=O)N1CCCCCCC1,1.5,67
Cc1ccc(C(=O)N(C)Cc2ccc(N3CCOCC3)cc2)cc1S(=O)(=O)NCc1ccccc1,-0.6,75

The main list resumes, repeating the 2 entries before the break.
SMILES | NTR1 ag | NTR1 ag cell count 20 µM
O=C(OCC(=O)N1CCN(c2ccccc2)CC1)c1ccccc1[N+](=O)[O-] | 1.6 | 51
COc1cc(C(=O)NNC(=O)c2cc(-c3ccccc3)n[nH]2)cc(OC)c1C | -2.9 | 57
Cc1ccc(NC(=O)COC(=O)c2ccc(S(=O)(=O)N3CCCCC3)cc2)cc1 | -1.9 | 57
O=C(CC1CCCC1)NCCS(=O)(=O)N1CCN(c2ccc(F)cc2)CC1 | 0.0 | 61
Cn1nnnc1SCC(=O)Nc1cccc(S(=O)(=O)N2CCCCC2)c1 | 0.5 | 65
COc1cc(C(c2c(NC(=O)c3ccco3)sc(C)c2C)N2CCOCC2)cc(OC)c1OC (stereo unspecified) | 1.5 | 69
Cc1cc(C)c(S(=O)(=O)n2cc(C(C)C(N)C(=O)O)c3ccccc32)c(C)c1 (stereo unspecified) | 0.3 | 87
C[C@H](CO)N1C[C@H](C)[C@@H](CN(C)C(=O)Nc2ccc(C(F)(F)F)cc2)Oc2c(NS(=O)(=O)c3cn(C)cn3)cccc2C1=O | 0.2 | 39
O=C(NCC(=O)N1CCN(c2cccc(Cl)c2)CC1)c1ccc(Br)o1 | -0.7 | 52
COC(=O)c1sc(S(=O)(=O)NC(Cc2ccccc2)C(=O)O)c(C(=O)OC)c1C (stereo unspecified) | 0.9 | 80
Cc1cc(O)c(N=Cc2cc3c(cc2[N+](=O)[O-])OCO3)cc1C | 2.1 | 67
Cc1ccsc1CN(C)CC(=O)Nc1ccccc1C(=O)NC1CC1 | -0.9 | 50
COc1cccc(-c2sc3ccc(OC)cc3c2-c2cc(F)cc(OC)c2)c1 | -0.1 | 61
NS(=O)(=O)c1ccc(CCNC(=O)Cc2ccc(S(=O)(=O)N3CCOCC3)s2)cc1 | 0.8 | 61
Oc1ccc(C[C@@H]2CNCCN2CCC23CC4CC(CC(C4)C2)C3)cc1 | 30.0 | 103
CCOC(=O)c1cc(CC)sc1NC(=O)COC(=O)c1ccccn1 | 0.4 | 44
CSc1ccccc1C(=O)OCC(=O)N1CCN(C(C)=O)CC1 | 0.0 | 63
O=C1C=C(c2cccc(Cl)c2)C[C@@H](c2ccc3c(c2)OCO3)C1 | 3.1 | 68
CSCc1c(C(=O)N2CCCc3ccccc32)oc2ccccc12 | 4.4 | 64
COc1ccc(CNc2nc(NCc3ccc(OC)cc3)c3ncn(C4CCCC4)c3n2)cc1 | 3.6 | 47
O=C(CCS(=O)(=O)c1ccc(Cl)cc1)Nc1nnc(-c2cccs2)o1 | -0.3 | 69
Cc1ccc(S(=O)(=O)N(C)CC(=O)NNC(=O)Cc2cccc(F)c2)cc1 | 0.2 | 64
CC(C)CCN(C(=O)c1ccccn1)c1c(N)n(Cc2ccccc2)c(=O)[nH]c1=O | 0.3 | 58
CC(C)CC1NC(=O)N(CC(=O)Nc2ccc(OC(F)F)cc2)C1=O (stereo unspecified) | -0.1 | 54
C=C1CCC(N(O)c2cc(C)on2)C(=C)CCC2C1CC2(C)C (stereo unspecified) | 2.5 | 57
CCN(CC(=O)NCc1cccs1)C(=O)/C=C/c1ccc(OC)c(OC)c1 | 1.3 | 49
CCC1(c2ccccc2)NC(=O)N(CC(=O)N(C)CC(=O)Nc2cccc(OC)c2)C1=O (stereo unspecified) | 1.4 | 64
COc1cccc(COC(=O)c2ccc3c(=O)n4c(nc3c2)CCC4)c1OC | -0.5 | 46
CC(OC(=O)c1ccc2ccccc2c1)C(=O)N(C)Cc1ccccc1 (stereo unspecified) | 0.4 | 95

This is a subset; rates above refer to the full screens.
